Bioassay records (PubChem BioAssay)
Mtb BioA inh = blocks M. tuberculosis BioA enzyme activity; purified M. tuberculosis BioA enzyme, plate reader; inhibition, % at 9.99 µM; actives 0.096% (n = 360,000); in the data active = inhibition above about 40%; inconclusive = no clear call, values can overlap the other calls
MazEF act = increases E. coli MazEF RNase cleavage of RNA | FAM/BHQ RNA-DNA oligo cleavage fluorescence, 5 h | activation, % at 20 µM | P0AE70 | AID 504720 | actives 0.32% (n = 350,000); in the data active = activation above about 50%
Target sequence (P0AE70 whole entry, looked up): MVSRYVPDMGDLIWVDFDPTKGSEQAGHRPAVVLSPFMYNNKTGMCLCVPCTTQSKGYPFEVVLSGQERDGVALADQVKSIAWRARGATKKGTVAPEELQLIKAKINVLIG
DUSP3 inh = blocks human VHR1 dual specificity phosphatase. P51452. recombinant VHR phosphatase, pNPP absorbance. inhibition, % at 13.3 µM. actives 0.52% (n = 290,000). AID 1654; in the data active = inhibition above about 50%; also: some compounds called inactive have numbers as strong as hits
Target sequence (P51452 whole entry, looked up): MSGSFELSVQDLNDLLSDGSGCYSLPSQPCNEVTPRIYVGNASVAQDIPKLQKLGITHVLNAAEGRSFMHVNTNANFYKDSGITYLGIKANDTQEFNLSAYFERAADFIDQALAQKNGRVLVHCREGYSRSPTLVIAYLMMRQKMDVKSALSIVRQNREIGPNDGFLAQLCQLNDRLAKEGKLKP
BoNT-F LC inh = blocks Botulinum neurotoxin F light chain protease. Multiplex microsphere protease cleavage assay, flow cytometry. inhibition, % at 10 µM. actives 0.22% (n = 360,000). AID 588497; in the data active = inhibition above about 35%, passing the limit was not always enough; inconclusive = no clear call, values can overlap the other calls; also: plate controls were buffer without enzyme for full effect and enzyme alone for no effect
FBA Mtb inh = Mtb fructose-bisphosphate aldolase inhibition. P9WQA3. AID 588726. inhibition, % at 1 µM. actives 2.3% (n = 360,000). purified M. tuberculosis FBA, fluorescence read-out; in the data active = inhibition above about 27%;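 also: 0% = vehicle and 100% = reference inhibitor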
Target sequence (P9WQA3 whole entry, looked up): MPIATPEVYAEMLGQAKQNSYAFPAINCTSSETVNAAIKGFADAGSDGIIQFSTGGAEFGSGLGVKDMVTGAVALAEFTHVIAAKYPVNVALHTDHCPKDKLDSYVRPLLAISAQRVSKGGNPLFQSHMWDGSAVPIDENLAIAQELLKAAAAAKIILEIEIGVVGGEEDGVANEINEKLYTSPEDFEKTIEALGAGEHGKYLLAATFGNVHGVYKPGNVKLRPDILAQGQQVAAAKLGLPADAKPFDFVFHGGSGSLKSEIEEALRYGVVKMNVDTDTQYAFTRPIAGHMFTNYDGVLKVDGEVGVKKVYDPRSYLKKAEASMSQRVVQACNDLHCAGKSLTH
FadD28 binding = inhibitors of Mycobacterium tuberculosis FadD28 bisubstrate binding; FadD28 bisubstrate probe binding, fluorescence polarization; inhibition, % at 12.5 µM; actives 0.22% (n = 360,000); in the data active = inhibition above about 8.5%, passing the limit was not always enough; inconclusive = no clear call, values can overlap the other calls
CCHF vOTU inh = blocks the CCHF virus ovarian tumor domain protease; actives 0.55% (n = 370,000); inhibition, % at 11.5 µM; CCHFV vOTU protease, Pep-AMC fluorescence; also: 0% = vehicle wells with enzyme and 100% = no enzyme wells
Mtb UGM inh = blocks M. tuberculosis UGM enzyme; P9WIQ1; purified UGM, fluorescence polarization probe displacement; inhibition, % at 10 µM; actives 0.06% (n = 320,000); in the data active = inhibition above about 10%, passing the limit was not always enough; inconclusive = no clear call, values can overlap the other calls
Rv3671c protease = Rv3671c (M. tuberculosis) protease inhibition; inhibition, % at 5.96 µM; P9WHR9; AID 2606; actives 0.048% (n = 320,000); in the data active = inhibition above about 38%;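 also: extracellular domain of Rv3671c used as enzyme; 0% = enzyme with DMSO and 100% = no enzyme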
Target sequence (P9WHR9 whole entry, looked up, the tested form may be a part): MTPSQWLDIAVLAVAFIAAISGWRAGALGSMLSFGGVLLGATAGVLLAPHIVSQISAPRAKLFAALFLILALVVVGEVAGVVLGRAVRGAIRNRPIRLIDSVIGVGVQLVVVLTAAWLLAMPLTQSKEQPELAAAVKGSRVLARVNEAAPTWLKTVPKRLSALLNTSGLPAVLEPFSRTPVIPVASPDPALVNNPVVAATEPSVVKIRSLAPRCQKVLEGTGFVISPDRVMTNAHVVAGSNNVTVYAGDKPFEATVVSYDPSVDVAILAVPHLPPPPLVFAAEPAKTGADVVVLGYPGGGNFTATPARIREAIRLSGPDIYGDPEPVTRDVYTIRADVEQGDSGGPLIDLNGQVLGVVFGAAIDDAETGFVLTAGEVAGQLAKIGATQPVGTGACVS
GDH-TPI counter = GDH-TPI coupled enzyme inhibition counter-screen. GDH-TPI coupled enzyme counterscreen, NADH absorbance. inhibition, % at 4.8 µM. actives 1.2% (n = 360,000);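 also: 0% = DMSO wells and 100% = wells lacking the enzyme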
Active calls of the source: *; ? = inconclusive; nt = not tested or not shown; + = active, no number; & = joins results of further samples. Rule as the data show it, unless noted: active = inhibition above about 30%; inactive = the rest.

SMILES	Mtb BioA inh	MazEF act	DUSP3 inh	BoNT-F LC inh	FBA Mtb inh	FadD28 binding	CCHF vOTU inh	Mtb UGM inh	Rv3671c protease	GDH-TPI counter
COc1ccc(CN(C)CC(=O)Nc2ccccc2C(=O)NC2CC2)cc1OC	12.1	2.1	nt	-1.4	0.1	-3.2	3.4	nt	-4.7	10.5
Cc1ccc(NC(=O)c2nc[nH]c2C(=O)Nc2ccc(C)cc2)cc1	0.2	-2.1	16.6	-1.9	2.1	-0.5	-0.3	-0.7	-2.6	-3.4
Cc1ccc(NC(=O)CN(C)C(=O)c2cccc(S(=O)(=O)NCc3ccco3)c2)cc1	9.1	1.9	nt	2.2	-0.3	-1.0	-0.1	-0.3	-1.0	6.5
O=S(=O)(Nc1ccc2ccccc2c1)N1CCCCC1	1.3	7.6	nt	-2.3	0.8	nt	8.7	nt	nt	6.1
C=CCOc1ccc(C=CC(=O)c2c(O)c(OC)c(OC)c(OC)c2OC)cc1	-0.5	6.5	nt	-5.4	-3.3	-0.9	24.0	nt	nt	29.9
COc1nccnc1NS(=O)(=O)c1ccc(NCc2cc(Br)ccc2O)cc1	nt	-34.0	20.4	-26.8	-2.1	-3.8	9.9	2.6	2.3	-3.7
CCCOc1ccc(C(=O)c2ccccc2C(=O)O)cc1OCCC	-0.3	-3.0	-14.1	-7.5	9.0	-2.6	9.9	-2.8	8.7	14.0
COC(=O)CCC(=O)Nc1ccc(Br)cc1	nt	-2.7	-21.8	-1.6	-3.6	-3.4	-1.5	0.9	5.3	-12.2
CCc1noc(C)c1C(=O)NNC(=O)c1ccccc1	-3.4	-22.6	nt	-10.6	1.6	-0.2	5.5	1.3	2.5	-3.6
CCOc1ccc(S(=O)(=O)Nc2nc3ccccc3nc2Cl)cc1	0.6	0.2	-11.9	-19.3	4.9	-0.1	1.3	0.8	-2.8	8.3
O=C(Nc1ccccc1C(=O)N1CCN(c2cccc(Cl)c2)CC1)C1=CSCCO1	7.3	-6.3	27.7	-1.7	0.4	-4.0	14.8	1.7	4.5	-8.7
CC(C)(C)[C@H]1C=C(C(=O)N2CCOCC2)O[C@@H](OCCCCO)C1	-2.0&-0.2	5.3	21.2	-0.5	1.5	1.1	1.6	0.6	6.5	6.0
O=C(Nc1ccccc1)c1ccc2nsnc2c1	nt	-5.3	1.8	0.0	-6.7	-1.0	-2.2	4.4	-13.8	8.3
COc1cc2c(cc1OC)-c1c(OC)c(OC)cc3c1[C@H](C2)N(C)CC3	0.9	4.7	0.9	-30.9	6.8	0.4	88.5*	0.1	-22.9	-0.9
O=C(NC(=S)NC1CCN(Cc2ccccc2)CC1)c1ccc(F)cc1	0.2	-14.9	10.0	12.4	+	-3.2	7.2	-3.0	1.9	2.1

In the list so far, five contain nitrogen in an aromatic ring.
SMILES	Mtb BioA inh	MazEF act	DUSP3 inh	BoNT-F LC inh	FBA Mtb inh	FadD28 binding	CCHF vOTU inh	Mtb UGM inh	Rv3671c protease	GDH-TPI counter
Cc1ccc(NC(=O)c2nc[nH]c2C(=O)Nc2ccc(C)cc2)cc1	0.2	-2.1	16.6	-1.9	2.1	-0.5	-0.3	-0.7	-2.6	-3.4
COc1nccnc1NS(=O)(=O)c1ccc(NCc2cc(Br)ccc2O)cc1	nt	-34.0	20.4	-26.8	-2.1	-3.8	9.9	2.6	2.3	-3.7
CCc1noc(C)c1C(=O)NNC(=O)c1ccccc1	-3.4	-22.6	nt	-10.6	1.6	-0.2	5.5	1.3	2.5	-3.6
CCOc1ccc(S(=O)(=O)Nc2nc3ccccc3nc2Cl)cc1	0.6	0.2	-11.9	-19.3	4.9	-0.1	1.3	0.8	-2.8	8.3
O=C(Nc1ccccc1)c1ccc2nsnc2c1	nt	-5.3	1.8	0.0	-6.7	-1.0	-2.2	4.4	-13.8	8.3

Going on with the list.
SMILES	Mtb BioA inh	MazEF act	DUSP3 inh	BoNT-F LC inh	FBA Mtb inh	FadD28 binding	CCHF vOTU inh	Mtb UGM inh	Rv3671c protease	GDH-TPI counter
CCCCC(CC)COC(=O)c1ccc(N(C)C)cc1 (centres undefined)	3.2	-0.8	nt	-10.1	0.3	-0.1	1.2	-2.1	-1.2	-3.5
Cc1cc(C)n(-c2ccc(S(=O)(=O)N3CCOCC3)cc2[N+](=O)[O-])n1	nt	1.6	-23.5	0.4	2.9	-5.3	7.8	-0.6	6.1	-7.7
CC(=O)Nc1ccc(C(=O)N2CCCC(c3cc(C(=O)Nc4ccccc4Cl)no3)C2)cc1 (centres undefined)	0.5	nt	nt	3.1	-2.3	-3.0	18.7	nt	nt	2.7
COc1ccc(NC(=O)c2cc(C)on2)cc1OC	8.8	-7.2	-0.2	3.8	0.3	-2.8	-15.3	6.6	0.2	1.4
Cc1ccccc1NC(=O)COC(=O)C1C2CC3OC(=O)C1C3C2 (centres undefined)	-8.8	10.5	13.0	0.9	-1.6	-0.4	8.8	-3.3	2.2	4.2
COC(=O)c1ccc(NC(=O)Cc2ccc(C)cc2)cc1	0.0	3.9	-14.4	?	3.0	-2.1	8.2	3.1	-2.0	0.4
O=C(CC1SC(=O)NC1=O)Oc1ccc(/C=N/NC(=O)c2ccccc2O)cc1 (centres undefined)	nt	3.7	13.6	-1.0	2.7	-2.5	2.9	2.0	2.1	41.8*
CC1(C(=O)NS(=O)(=O)Cc2ccccc2C(F)(F)F)CCN1C(=O)c1ccccc1 (centres undefined)	-0.5	nt	nt	1.1	-0.1	-0.9	-7.2	nt	nt	11.1
Cc1cc(C)c(NC2=NCCS2)cc1C	-1.2	8.1	nt	-9.3	-2.1	-2.4	3.0	nt	nt	-2.2
Cc1cc(C(=O)COC(=O)c2ccc(F)cc2)c(C)n1C	-1.3	8.2	nt	-1.5	-1.9	nt	-2.5	0.1	-0.6	-6.1
CN1C(=O)OC(C)(CCc2ccccc2)C1(C)O (centres undefined)	0.3	-9.0	8.8	?	-2.3	-2.2	1.9	-0.1	-0.3	-4.3
COc1cc(NC(=O)c2ccccc2Cl)ccc1NC(=O)c1ccco1	-3.7	2.8	15.2	-3.1	-1.6	0.2	26.2	3.1	1.5	19.2
COc1ccc(/C=C/C(=O)NCCCn2ccnc2)cc1	nt	-11.9	1.3	1.8	0.6	2.9	13.0	-1.6	0.7	2.2
COc1ccc(NC(=O)CN(C)C(C)C(=O)N2CCCCC2)cc1 (centres undefined)	0.3	3.0	-2.2	4.9	0.2	-0.8	2.5	5.0	2.9	-14.1
CCn1c(SCC(=O)NCc2ccco2)nnc1C(C)C	-1.7	-1.9	-8.9	-22.1	-2.0	0.0	-4.2	-1.1	-8.8	-5.0
CCn1c(SCC(=O)NCc2ccco2)nc2ccccc2c1=O	nt	0.7	3.6	-4.1	-2.3	-5.8	-3.9	1.0	-3.6	-4.8
CC1Cc2nc(SCC(=O)NCc3ccccc3)n(Cc3ccccc3)c(=O)c2S1 (centres undefined)	18.5	7.6	10.8	-2.5	1.7	-1.2	7.2	0.3	-6.3	33.6*
CCS(=O)(=O)c1ccc(O)c(NC(=O)COc2ccc(Cl)cc2)c1	0.2	2.3	18.2	-13.5	-0.5	0.8	-1.8	-0.1	2.5	1.9
CCOc1ncccc1C(=O)OCc1ccc([N+](=O)[O-])cc1	-0.3	3.3	9.9	-1.3	-1.7	0.3	0.6	-0.4	-1.4	3.5
CC1CCCN(S(=O)(=O)c2ccc(NC(=O)CN3C(=O)NC(C)(c4ccccc4)C3=O)cc2)C1 (centres undefined)	-1.0	0.8	nt	-5.4	2.0	-0.7	11.9	-1.1	-20.0	1.7
COc1cc2[nH]c(=O)n(Cc3ccc(C(=O)NCCCN4CCN(C)CC4)cc3)c(=O)c2cc1OC	-0.2	0.0	24.9	-16.0	8.3	0.2	-16.2	-3.1	-0.1	6.1
COc1ccc(NC(=O)COC(=O)c2ccc(N3CCCC3=O)cc2)cc1	0.1	5.3	nt	-4.1	0.0	-0.2	9.1	1.8	-4.2	-5.6
Cc1cc(-c2csc(N)n2)c(C)n1Cc1ccco1	nt	4.4	23.8	-48.9	2.7	-3.7	-11.4	4.8	4.5	4.2
CCOC(=O)c1ccc(NC(=O)NCc2ccccn2)cc1	0.2	-2.7	-19.1	2.6	-0.4	-0.5	6.1	0.3	-8.6	3.8
Cc1ccc(S(=O)(=O)N(C)CC(=O)N2CCc3ccccc32)cc1	nt	-5.0	-15.6	-7.8	-1.1	0.3	-8.0	-0.5	-4.3	12.8
CC(C)(C)C1(O)CC(C(F)(F)F)=NN1C(=O)CCCc1ccccc1 (centres undefined)	nt	-5.2	13.9	-6.2	-1.2	-0.5	14.6	0.2	4.3	-7.4
CCOC(=O)c1cnn(-c2nc(CC)nc3sc4c(c23)CCC4)c1N	nt	14.2	11.9	3.0	-0.2	1.2	3.4	1.4	-5.8	4.7
COc1ccc(N2CCN(C(CNS(C)(=O)=O)c3ccco3)CC2)cc1 (centres undefined)	2.0	0.2	-25.1	6.4	1.6	-3.7	-5.8	-3.8	5.9	13.1
O=C(CSc1ccccc1F)NC(=O)NCc1ccco1	-0.2	-4.0	20.4	-3.9	-1.7	-1.4	2.0	-1.9	1.6	-18.5
Cc1ccc(/C=C/C(=O)c2ccc(O)cc2)cc1	nt	-10.9	-10.8	-8.5	-2.5	-2.0	2.0	1.5	3.0	17.2

Just MazEF act, for some of the entries so far:
canonical_smiles | MazEF act
Cc1cc(C)c(NC2=NCCS2)cc1C | 8.1
Cc1cc(C(=O)COC(=O)c2ccc(F)cc2)c(C)n1C | 8.2

Additional results.
SMILES	Mtb BioA inh	MazEF act	DUSP3 inh	BoNT-F LC inh	FBA Mtb inh	FadD28 binding	CCHF vOTU inh	Mtb UGM inh	Rv3671c protease	GDH-TPI counter
Cc1c(NC(=O)CCN2C(=O)c3ccccc3C2=O)c(=O)n(-c2ccccc2)n1C	nt	-1.4	10.0	-2.7	2.1	1.0	1.1	0.4	1.8	-6.8
O=C(N/N=C/c1cn[nH]c1-c1ccccc1)c1ccco1	nt	5.9	31.2	-4.3	-0.4	-3.4	-4.3	2.0	-10.5	12.3
COC(=O)c1scc(C)c1NC(=O)/C=C/C(=O)O	nt	-0.7	-6.5	3.9	-1.6	-2.7	7.7	-0.9	2.8	5.2
CCCCNC(=S)NNC(=O)c1cc(-c2ccncc2)nc2ccccc12	3.0	2.6	10.1	4.0	2.1	-0.1	-0.4	0.8	8.3	22.5
CCn1cc(C(=O)NCCCN2CC(C)CC(C)C2)c(=O)c2cc(S(=O)(=O)N(C)C3CCCCC3)ccc21 (centres undefined)	1.1	4.8	-3.6	2.0	-1.8	0.1	22.5	-1.0	6.2	21.6
CC(C)c1nnc(NC(=O)CCC(=O)N2CCN(C3CCCCC3)CC2)s1	-1.7	-2.1	4.3	4.7	-0.2	-4.2	nt	-0.2	0.4	-1.6
CCCCN1CC(=O)N2[C@H](c3ccc(Cl)cc3)[C@@H]3C(=O)N(CC)C(=O)[C@@H]3[C@]2(Cc2ccccc2)C1=O	-1.1	-19.4	12.7	-8.2	1.4	0.2	7.5	4.2	-4.2	-1.2
COc1ccc(OCC(=O)Nc2cccc(C(C)=O)c2)cc1	4.5	-5.1	3.1	-11.3	-5.5	-1.3	-12.9	-0.6	-5.7	15.5
O=C(N/N=C/c1cccnc1)c1cc(-c2ccccc2)nc2ccccc12	11.1	5.9	14.1	15.5	0.9	-5.1	7.2	1.1	-3.6	2.9
NC(=O)CCCn1c(C(=O)c2cc(Cl)c(N)c(Cl)c2)c2ccc(C(F)(F)F)cc2[n+]1[O-]	5.0	1.7	nt	0.1	-2.2	-0.1	8.2	-1.5	-5.2	14.7
CCOC(=O)C1CCN(C(=O)COC(=O)CSc2ccc(C(N)=O)cc2[N+](=O)[O-])CC1	2.4	0.6	17.9	-4.5	-1.6	1.0	-3.6	1.9	0.2	-10.9
